MC4R ag barr: agonists of human melanocortin 4 receptor (MC4R) beta-arrestin; P32245; U2OS MC4R beta-arrestin complementation, luminescence; percent of melanotan II response, DMSO zero; activation, % at 8.9 µM; hit rate 0.98% among 360,000;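 active = activation above a per-plate cutoff, the mean activation of sample wells on that plate plus 3 SD, cut at about 8% in these data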
ABCB6 inh MLPCN: blocks the human ABCB6 transporter | Q9NP58 | K562-ABCB6 porphyrin accumulation, flow cytometry, 1 h; active compounds read low | fluorescence ratio to DMSO, % at 10 µM | hit rate 0.19% among 360,000 | AID 602162;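 active = fluorescence ratio to DMSO below 75%, the collection mean minus 3 SD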;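 note: signal is porphyrin accumulated inside mitochondria; 100% equals median channel fluorescence of DMSO control wells; lower ratio means ABCB6 inhibition with less porphyrin fluorescence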
Granule exo inh: lytic granule exocytosis inhibition; hit rate 0.66% among 360,000; inhibition, % at 10 µM; TALL-104 LAMP-1 surface exposure, flow cytometry; cells stimulated with thapsigargin and PMA;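 active = inhibition above about 55%, limit read from the data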
N-glyco inh: blocks N-linked glycosylation in D54 reporter cells. hit rate 0.23% among 360,000. reporter increase, % at 12.5 µM. D54 ERlucT glycosylation luciferase reporter, 24 h; percent of 100 nM tunicamycin response;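 active = mean luciferase reporter signal, scaled so untreated is 0 and the glycosylation-blocking control 100, at or above a set limit in every replicate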;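 note: luciferase carries N-glycosylation sites so blocking glycosylation raises the light; 0% = median of neutral control wells and 100% = median of 100 nM tunicamycin wells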
ABHD5-PLIN5 inh: inhibitors of human ABHD5-perilipin-5 interaction | Split G. princeps luciferase complementation, luminescence, 4 h | AID 602281 | hit rate 0.78% among 360,000 | inhibition, % at 4 µM;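 active = inhibition above the mean inhibition across every tested compound plus 3 SD, cut at about 22% in these data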;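 note: 0% = DMSO only wells and the 100% control is not disclosed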
Target sequence (Q00G26 whole entry, looked up): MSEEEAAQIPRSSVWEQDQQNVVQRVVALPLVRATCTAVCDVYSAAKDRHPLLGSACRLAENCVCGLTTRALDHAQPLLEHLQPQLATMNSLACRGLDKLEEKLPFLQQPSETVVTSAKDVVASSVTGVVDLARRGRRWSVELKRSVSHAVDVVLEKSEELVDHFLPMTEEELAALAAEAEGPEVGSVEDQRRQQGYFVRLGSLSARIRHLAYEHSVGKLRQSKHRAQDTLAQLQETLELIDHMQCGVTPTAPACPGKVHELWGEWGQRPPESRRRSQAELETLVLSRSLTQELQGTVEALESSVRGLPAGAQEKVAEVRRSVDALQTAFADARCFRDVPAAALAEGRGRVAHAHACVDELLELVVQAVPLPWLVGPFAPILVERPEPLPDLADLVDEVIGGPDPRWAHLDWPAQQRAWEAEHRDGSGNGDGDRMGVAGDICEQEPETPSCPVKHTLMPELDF
Target sequence (Q8WTS1 whole entry, looked up): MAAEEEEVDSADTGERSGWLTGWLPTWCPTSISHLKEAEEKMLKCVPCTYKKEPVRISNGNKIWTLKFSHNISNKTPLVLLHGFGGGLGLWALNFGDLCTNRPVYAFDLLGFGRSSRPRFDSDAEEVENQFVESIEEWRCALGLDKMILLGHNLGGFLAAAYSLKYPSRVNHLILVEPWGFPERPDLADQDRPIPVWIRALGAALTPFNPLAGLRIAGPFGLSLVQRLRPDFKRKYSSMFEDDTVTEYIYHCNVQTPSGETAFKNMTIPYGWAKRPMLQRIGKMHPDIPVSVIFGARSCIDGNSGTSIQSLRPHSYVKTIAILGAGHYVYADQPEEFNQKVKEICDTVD
H9c2 protect: modulators protecting cardiomyocytes from myocardial damage; H9c2 cardiomyocytes, H2O2 injury protection, ATPLite, 2 h; protection from H2O2 cell death, % at 20 µM; hit rate 0.63% among 360,000; AID 588492;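 active = compounds giving at least 50% protection of heart cells from peroxide-induced death in the single-dose screen, raw or plate-pattern-corrected value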;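 note: 0% = DMSO wells with peroxide and 100% = DMSO wells without peroxide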
iPSC survival up: increases survival of single human iPS cells. hiPSC single-cell survival, ATPlite luminescence; 100% = ROCK inhibitor wells, 0% = DMSO. survival enhancement, % at 20 µM. hit rate 0.044% among 360,000. AID 602274; in the data active = survival enhancement above about 18%;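 note: cells exposed to compounds for 16 hours before the ATP read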
m5-HT2A agonist: activates the mouse 5-HT2A serotonin receptor. AID 624169. P35363. hit rate 0.66% among 360,000. activation, % at 7.6 µM. CHO-K1 mHTR2A beta-arrestin complementation, luminescence; percent of 30 µM serotonin response;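 active = activation above a run cutoff, the mean activation of all tested compounds plus 3 SD, cut at about 14% in these data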;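 note: 0% = plate median of compound wells and 100% = 30 µM serotonin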
aDG glyco act: alpha-DG glycosylation activation; hit rate 0.22% among 360,000; Pro5-aDG cells, alpha-DG glycosylation AlphaScreen (IIH6); 0% Pro5, 100% B10-LARGE cell signal; activation, % at 10 µM;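 active = activation of at least 8% versus controls, or a plate z-score of at least 8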;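 note: Pro5 are CHO cells carrying HIG-tagged alpha-DG that lacks glycosylation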
MC4R antagonist: antagonists of human melanocortin 4 receptor (MC4R); P32245; MC4R-expressing cells, MTII-stimulated cAMP, LANCE TR-FRET; inhibition, % at 6.5 µM; hit rate 0.48% among 360,000;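 active = inhibition above its plate's cutoff, the mean of tested wells on that plate plus 3 SD, cut at about 29% in these data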;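 note: 0% = Melanotan II alone and 100% = Melanotan II plus saturating MCL0020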
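Assay system: human MC4R-expressing U2OS cells; reagent: Melanotan II stimulation of cells; dosing: 6.5 µM single dose; timing: compound 30 min, challenge 1 h, detection 1 h; signal: TR-FRET cAMP assay; replicates: one well per compound, no replicates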
Active calls of the source: *; · = no result given.

The opening 2 compounds, to show the layout:
SMILES	MC4R ag barr	ABCB6 inh MLPCN	Granule exo inh	N-glyco inh	ABHD5-PLIN5 inh	H9c2 protect	iPSC survival up	m5-HT2A agonist	aDG glyco act	MC4R antagonist
COCCCNc1cc(C)nc2ccccc12	-2.8	81.0	0.2	0.9	-0.9	-5.6	-0.5	2.8	0.0	-1.3
Cc1cc2c(cc1C)-c1nnnn1C(N1CCC(Cc3ccccc3)CC1)C(=O)N2 (stereo not drawn)	·	·	-4.3	·	-2.1	·	·	9.7	1.5	·

This part in full, from the start:
SMILES	MC4R ag barr	ABCB6 inh MLPCN	Granule exo inh	N-glyco inh	ABHD5-PLIN5 inh	H9c2 protect	iPSC survival up	m5-HT2A agonist	aDG glyco act	MC4R antagonist
COCCCNc1cc(C)nc2ccccc12	-2.8	81.0	0.2	0.9	-0.9	-5.6	-0.5	2.8	0.0	-1.3
Cc1cc2c(cc1C)-c1nnnn1C(N1CCC(Cc3ccccc3)CC1)C(=O)N2 (stereo not drawn)	·	·	-4.3	·	-2.1	·	·	9.7	1.5	·
O=C(CN1CCCC1)Nc1nnc(-c2cccs2)s1	3.8	101.0	-1.7	-1.2	6.0	2.0	-0.8	3.0	-0.1	18.0
Cc1ccc(-c2nn(CCC#N)cc2C=C(C#N)C#N)cc1	0.6	98.0	-4.2	2.6	9.7	-2.0	-2.9	3.5	-0.3	9.5
CCn1c(N2CCN(CC(=O)c3c(C)n(C)c4ccccc34)CC2)nc2c1c(=O)[nH]c(=O)n2C	-1.2	94.0	-0.1	4.5	7.9	31.0	-1.3	0.5	0.0	-0.5
CCN(CC)S(=O)(=O)c1ccc(NS(=O)(=O)c2ccc(O)c([N+](=O)[O-])c2)cc1	-0.2	96.0	-1.4	0.7	3.2	8.1	-0.6	-1.2	0.0	3.1
CCC(C)NC(C(=O)Nc1ccc(Cl)c([N+](=O)[O-])c1)c1ccccc1 (stereo not drawn)	3.4	92.0	0.5	-4.4	3.3	-12.8	-0.7	-5.2	0.2	2.1
O=C(Nc1cccc(Cl)c1)c1ccc(-n2cncn2)c([N+](=O)[O-])c1	-2.6	101.0	-2.2	0.1	10.8	2.7	-2.4	-2.7	0.1	10.3
Nc1nnc(SCc2ccc([N+](=O)[O-])cc2)s1	-1.5	101.0	-3.6	1.3	2.0	4.6	0.1	2.1	-0.2	5.0
CC(=O)Oc1ccc(N2C(=O)C3C4C=CC(CC4)C3C2=O)cc1[N+](=O)[O-] (stereo not drawn)	-2.1	103.0	-4.7	1.3	5.6	-0.5	2.4	-5.5	0.0	26.1
CCCNc1nc(C)cc(-c2cc(C(=O)NC3CCCC3)on2)n1	0.6	95.0	-17.1	0.4	1.0	-0.4	-1.3	3.9	0.0	-9.3
CC(C)Oc1ccccc1/C=N/NC(=O)C1CCCC1	-3.0	95.0	-0.7	2.3	-8.3	3.3	0.5	-4.3	0.2	3.1
O=C(NC(=O)c1ccc(Cl)cc1)OC1CCCCC1	-1.5	99.0	-1.5	-0.8	-3.1	4.2	-0.5	4.8	-0.2	1.7
Cc1ccc(SCC(=O)Nc2nncs2)cc1	-0.5	99.0	-7.0	0.9	-3.4	1.1	-0.9	2.9	0.0	5.3
CN1/C(=N\O)c2cccc3cccc1c23	0.2	109.0	5.0	2.7	-18.3	9.4	-3.2	-1.0	0.1	-7.7
CCOC(=O)c1ccccc1NC(=O)c1ccc2nccnc2c1	-2.5	95.0	-0.5	-0.7	0.7	21.2	-1.0	0.9	0.0	14.6
CCN(CC)c1ccc(NC(=O)CN2CCN(CC(=O)Nc3ccc(OC)cc3)CC2)cc1	1.0	96.0	13.6	-4.4	4.3	1.2	-0.4	4.5	-0.1	15.1
O=C(O)CSCC(=O)NCc1ccccc1Cl	1.3	105.0	-0.7	2.8	17.5	6.5	-0.3	1.3	-0.1	-3.5
O=C(CCl)Nc1nc(-c2ccco2)c(-c2ccco2)s1	0.2	97.0	-7.9	1.6	37.2*	3.0	-1.1	-2.7	-0.1	11.9
CC(=O)c1ccc(S(=O)(=O)N2CCN(C(=O)c3ccc(COc4ccccc4)o3)CC2)cc1	-0.6	96.0	-2.0	-5.4	0.4	9.6	-0.5	2.6	0.4	2.6
Cc1ccc(C)c(OCCCN2CCCC2)c1	-0.3	95.0	0.0	1.6	-3.5	3.8	-2.3	-2.2	0.8	6.7
Cc1ccc(S(=O)(=O)N2CCN(S(=O)(=O)c3cccs3)CC2)cc1	-1.4	105.0	-0.5	1.2	0.1	1.5	0.2	0.9	1.7	-5.4

Sorted by length of the SMILES (ascending): some entries from above.
SMILES	MC4R ag barr	ABCB6 inh MLPCN	Granule exo inh	N-glyco inh	ABHD5-PLIN5 inh	H9c2 protect	iPSC survival up	m5-HT2A agonist	aDG glyco act	MC4R antagonist
O=C(O)CSCC(=O)NCc1ccccc1Cl	1.3	105.0	-0.7	2.8	17.5	6.5	-0.3	1.3	-0.1	-3.5
O=C(CN1CCCC1)Nc1nnc(-c2cccs2)s1	3.8	101.0	-1.7	-1.2	6.0	2.0	-0.8	3.0	-0.1	18.0
CC(C)Oc1ccccc1/C=N/NC(=O)C1CCCC1	-3.0	95.0	-0.7	2.3	-8.3	3.3	0.5	-4.3	0.2	3.1
Nc1nnc(SCc2ccc([N+](=O)[O-])cc2)s1	-1.5	101.0	-3.6	1.3	2.0	4.6	0.1	2.1	-0.2	5.0
O=C(CCl)Nc1nc(-c2ccco2)c(-c2ccco2)s1	0.2	97.0	-7.9	1.6	37.2*	3.0	-1.1	-2.7	-0.1	11.9
Cc1ccc(-c2nn(CCC#N)cc2C=C(C#N)C#N)cc1	0.6	98.0	-4.2	2.6	9.7	-2.0	-2.9	3.5	-0.3	9.5
CCCNc1nc(C)cc(-c2cc(C(=O)NC3CCCC3)on2)n1	0.6	95.0	-17.1	0.4	1.0	-0.4	-1.3	3.9	0.0	-9.3
CCC(C)NC(C(=O)Nc1ccc(Cl)c([N+](=O)[O-])c1)c1ccccc1 (stereo not drawn)	3.4	92.0	0.5	-4.4	3.3	-12.8	-0.7	-5.2	0.2	2.1
CC(=O)Oc1ccc(N2C(=O)C3C4C=CC(CC4)C3C2=O)cc1[N+](=O)[O-] (stereo not drawn)	-2.1	103.0	-4.7	1.3	5.6	-0.5	2.4	-5.5	0.0	26.1
CC(=O)c1ccc(S(=O)(=O)N2CCN(C(=O)c3ccc(COc4ccccc4)o3)CC2)cc1	-0.6	96.0	-2.0	-5.4	0.4	9.6	-0.5	2.6	0.4	2.6
CCN(CC)S(=O)(=O)c1ccc(NS(=O)(=O)c2ccc(O)c([N+](=O)[O-])c2)cc1	-0.2	96.0	-1.4	0.7	3.2	8.1	-0.6	-1.2	0.0	3.1
CCn1c(N2CCN(CC(=O)c3c(C)n(C)c4ccccc34)CC2)nc2c1c(=O)[nH]c(=O)n2C	-1.2	94.0	-0.1	4.5	7.9	31.0	-1.3	0.5	0.0	-0.5

Assay outcomes deposited in PubChem by several laboratories.
